Rac1 mut GTP = GTP binding modulators of activated mutant Rac1, primary screen, biochemical, bead-based flow cytometry, multiplex, fluorescent GTP | Ras-related C3 botulinum toxin substrate 1 (Homo sapiens), P63000 | GST-Rac1 activated beads; actives lie on both sides; 100% means binding = to untreated wells | percent activity (GTP binding), % at 10 µM | hit rate 0.11% among 190,000 | AID 764, 2007;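 active = GTP binding at least 20 percentage points away from the 100% baseline, in either direction, so actives lie on both sides; inconclusive = Compound likely fluorescent itself, or too few beads counted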
Mcl1-Bid inh = Mcl-1/Bid binding inhibitors, primary screen, biochemical, TR-FRET, 1536-well | Induced myeloid leukemia cell differentiation protein Mcl-1 (Homo sapiens), Q07820 | TR-FRET Mcl-1/Bid-Dy647 peptide binding | inhibition, % at 21.7 µM | hit rate 0.97% among 220,000;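 active = compounds that cut the binding signal by more than half at the single screening dose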;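 note: His-tagged Mcl-1 with europium anti-His antibody binding Bid BH3 peptide; 0% = Mcl-1 plus peptide wells and 100% = peptide-only wells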
Target sequence (Q07820 whole entry, looked up): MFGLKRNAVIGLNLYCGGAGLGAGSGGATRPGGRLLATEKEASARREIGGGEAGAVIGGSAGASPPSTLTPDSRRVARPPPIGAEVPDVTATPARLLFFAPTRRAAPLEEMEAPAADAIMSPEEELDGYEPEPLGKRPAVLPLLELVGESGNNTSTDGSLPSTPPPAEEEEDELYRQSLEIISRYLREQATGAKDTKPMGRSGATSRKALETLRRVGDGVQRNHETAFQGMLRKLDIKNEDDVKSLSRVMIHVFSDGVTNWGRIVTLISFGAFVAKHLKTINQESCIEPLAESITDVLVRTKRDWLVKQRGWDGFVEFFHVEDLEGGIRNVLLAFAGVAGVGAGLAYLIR
Rac1 wt modul = wildtype Rac1 GTP binding modulators, primary screen, biochemical, GST-Rac1 beads, flow cytometry, multiplex. fluorescent GTP binding; actives lie on both sides; 0 = cold GTP competed, 100 = untreated. GTP binding activity (% of control), % at 10 µM. hit rate 0.27% among 190,000;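 active = GTP binding activity at least 20 points away from the 100% control level, either lower or higher; inconclusive = compound flagged as likely green fluorescent, judged across all proteins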
Cdc42 wt = modulators of GTP binding to wildtype Cdc42, primary screen, biochemical, multiplex bead flow cytometry, Bodipy-GTP | Cell division control protein 42 homolog (Homo sapiens), P60953 | GST-Cdc42 beads; actives lie on both sides | percent activity (GTP binding), % at 10 µM | hit rate 0.2% among 190,000;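 active = percent activity GTP binding at least 20 points away from the 100% baseline, either down as inhibitor or up as activator; inconclusive = compound flagged as likely green fluorescent from well-wide comparison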;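 note: median bead fluorescence of bound Bodipy-FL-GTP at 100 nM; 0% = excess unlabeled GTP control and 100% = no compound control; below 100% means less GTP binding so inhibitor and above means activator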
Target sequence (P60953 whole entry, looked up): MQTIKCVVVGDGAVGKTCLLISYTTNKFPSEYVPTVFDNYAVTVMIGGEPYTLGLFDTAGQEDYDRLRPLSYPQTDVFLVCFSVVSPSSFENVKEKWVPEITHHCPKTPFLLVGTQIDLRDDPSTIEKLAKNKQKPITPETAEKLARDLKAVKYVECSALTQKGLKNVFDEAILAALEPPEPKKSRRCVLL
Mcl1-Noxa inh = Mcl-1/Noxa binding inhibitors, primary screen, biochemical, TR-FRET, 1536-well; Induced myeloid leukemia cell differentiation protein Mcl-1 (Homo sapiens), Q07820; TR-FRET Mcl-1/Noxa peptide binding, 2 h; inhibition, % at 21.7 µM; hit rate 1.5% among 220,000;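 active = compounds that cut the protein-peptide binding signal by more than 50% relative to plate controls in a single-dose test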;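 note: His-tagged Mcl-1 with rhodamine Noxa BH3 peptide and terbium anti-His antibody; 0% = Mcl-1 plus Noxa peptide wells and 100% = peptide-only wells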
Avidin bead fluor = green autofluorescence of compounds with avidin beads – biophysical, 488/530 nm, flow cytometry, artefact control, profiling panel; fluorescence (KMESF) at 10 µM; compound fluorescence 488/530 nm; stronger effect = higher value; hit rate 0.38% among 220,000; in the data active = fluorescence above about 47; note: inactives centre near 10
HRas wt GTP = modulators of GTP binding to HRas wildtype, primary screen, biochemical, bead-based flow cytometry, multiplex; GTPase HRas (Homo sapiens), P01112; GST-Ras wt beads, Bodipy-FL-GTP binding; actives lie on both sides; hit rate 0.14% among 190,000; GTP binding activity, % at 10 µM;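 active = GTP binding activity at least 20% away from the 100% baseline, either lowered as inhibitor or raised as activator; inconclusive = flagged as likely green fluorescent, judged across all proteins in the well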;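 note: 0% = unlabeled GTP competition control and 100% = no-compound control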
Target sequence (P01112 whole entry, looked up): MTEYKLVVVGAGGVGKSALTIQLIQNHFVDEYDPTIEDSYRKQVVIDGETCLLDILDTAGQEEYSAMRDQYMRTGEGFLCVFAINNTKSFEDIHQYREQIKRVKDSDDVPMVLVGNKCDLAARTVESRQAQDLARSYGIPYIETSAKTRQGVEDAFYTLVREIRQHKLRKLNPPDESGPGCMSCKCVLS
GSH fluor = compound fluorescence on glutathione beads, profiling panel, artefact control, biophysical, 488/530 nm, flow cytometry | fluorescence (KMESF) at 10 µM | GSH beads flow cytometry, compound fluorescence 488/530 nm; stronger effect = higher value | AID 1776, 2009 | hit rate 0.25% among 190,000; in the data active = fluorescence above about 89;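 note: glutathione beads carrying GST-tagged Bcl family fusion proteins plus one bare bead set; values are compound well signal with DMSO vehicle wells as background; inactives centre near 16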
Rab2 wt GTP = modulators of GTP binding to Rab2A wildtype, primary screen, biochemical, dog, bead-based flow cytometry, multiplex; Ras-related protein Rab-2A (Canis lupus familiaris), P61105; GST-Rab2 wt beads, Bodipy-GTP binding; GTP binding activity, % at 10 µM; hit rate 0.19% among 190,000; AID 760, 2007;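 active = GTP binding activity at least 20 points away from 100%, either lowered or raised; inconclusive = signal likely due to the compound's own green fluorescence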;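 note: 0% = beads with excess unlabeled GTP and 100% = no-compound control corrected for plate trend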
Rab7 wt modul = modulators of GTP binding to Rab7, primary screen, biochemical, wildtype, multiplex bead flow cytometry | hit rate 0.055% among 190,000 | Rab7 GTPase wild type (dog), Bodipy-FL-GTP binding | GTP binding activity (percent of control), % at 10 µM | GST-Rab7 beads, fluorescent GTP binding; actives lie on both sides; untreated = 100%, excess cold GTP = 0%;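 active = fluorescent GTP binding to Rab7 beads changed by at least 20 points from the 100% baseline, either direction, mostly lower; inconclusive = compound itself probably fluorescent, or too few beads counted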;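 note: median green fluorescence of bound Bodipy-FL-GTP per Rab7 bead population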
Pf gametocyte = late stage P. falciparum gametocyte viability inhibitors, primary screen, ATP luminescence, HTS. AID 743093, 2013. inhibition, % at 10.9 µM. P. falciparum stage V gametocytes, 24 h. hit rate 0.065% among 150,000;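 active = inhibition above the mean plus 3 SD of compounds within the control limits, set per campaign, cut at about 38% in these data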;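 note: 0% = DMSO wells and 100% = medium only without gametocytes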
* hit, by the source's call; ? = inconclusive; / = not tested or not shown.

SMILES	Rac1 mut GTP	Mcl1-Bid inh	Rac1 wt modul	Cdc42 wt	Mcl1-Noxa inh	Avidin bead fluor	HRas wt GTP	GSH fluor	Rab2 wt GTP	Rab7 wt modul	Pf gametocyte
CCC(=O)Nc1nnc(CSCc2ccc(F)cc2)s1	99.0	-33.6	106.0	103.0	7.7	13	101.0	60	99.0	99.0	-7.1
Cn1c(SCC(=O)N2CCCCCC2)nc2c([nH]c3ccccc32)c1=O	99.0	5.6	107.0	100.0	-21.9	29	103.0	26	102.0	98.0	-9.1
CN(C)CCCC1(O)c2ccccc2C=Cc2ccccc21	92.0	-7.8	96.0	99.0	12.3	6	98.0	19	97.0	98.0	/
CC(C)(C)NC(=O)c1ccncc1	99.0	-22.4	104.0	102.0	-1.3	11	101.0	44	98.0	100.0	/
CCOc1cc2c3c(c1)C1(C(=O)N3C(C)(C)C=C2C)C(C#N)=C(N)Oc2cc(O)ccc21 (stereo not given)	91.0	-13.8	94.0	95.0	22.2	29	96.0	21	93.0	93.0	15.1
Cc1nc(COC(=O)c2cc(O)c3ccccc3c2O)cs1	95.0	93.8*	93.0	92.0	104.2*	6	94.0	9	99.0	103.0	-14.7
Cc1cccc(Cc2c(C)nc3c(C(=O)N4CCN(Cc5ccc6c(c5)OCO6)CC4)cnn3c2C)c1	94.0	-12.5	95.0	96.0	15.2	6	94.0	32	95.0	97.0	-1.5
CCC(C)NCCOCCOc1cc(C)c(Cl)c(C)c1 (stereo not given)	96.0	8.0	105.0	101.0	29.5	5	102.0	11	103.0	108.0	/
CC1Cc2ccccc2N1C(=O)NC1CC(=O)N(c2ccc3c(c2)OCCO3)C1 (stereo not given)	93.0	-8.0	97.0	94.0	3.3	10	94.0	22	94.0	95.0	-7.5
O=c1c2cnn(-c3ccccc3)c2ncn1Cc1cccnc1	?	4.5	?	?	-1.8	7	?	16	?	?	/
O=C(O)CCCC(=O)Nc1ccccc1-n1ccnc1	100.0	-29.8	107.0	106.0	3.9	7	103.0	14	101.0	102.0	/
S=C(NNc1cccc(Cl)c1)NC1CCCCC1	93.0	-11.1	99.0	95.0	-4.3	13	97.0	13	97.0	105.0	16.2
Cc1ccc(NC(=O)C2OCCc3ccccc32)cc1 (stereo not given)	97.0	-12.6	95.0	99.0	-13.0	10	96.0	24	96.0	96.0	13.7
CC1=CC(=C2N=C(c3ccccc3)OC2=O)C=C(C)O1	101.0	-72.5	105.0	104.0	18.1	16	103.0	12	101.0	103.0	12.1
Cc1ccc(CNC(=O)c2ccccc2CCc2ccccc2)cc1	100.0	10.3	105.0	103.0	-2.8	12	102.0	27	101.0	101.0	/
COc1ccc(CNC(=O)CSc2nnnn2-c2ccc(O)cc2)cc1	97.0	-30.9	100.0	99.0	-34.0	4	98.0	14	98.0	98.0	1.0
CCNC(=S)NN=C1CCC(C(C)(C)C)CC1 (stereo not given)	97.0	-17.3	100.0	102.0	2.5	7	100.0	26	100.0	101.0	16.8
Cc1cc2nc(-c3ccc(SCC(=O)NC(C)C)nc3)[nH]c2cc1C	92.0	-10.2	92.0	93.0	12.3	24	90.0	7	93.0	93.0	/
COCCNC(=O)C(c1ccc(Cl)cc1)N(C(=O)Cn1nnc2ccccc21)c1cccnc1 (stereo not given)	99.0	0.5	103.0	97.0	3.9	8	98.0	21	97.0	95.0	/
Cc1cc(C)nc(NS(=O)(=O)c2ccc(NC(=O)Cn3c(=O)oc4ccccc43)cc2)n1	98.0	-10.4	97.0	95.0	24.1	7	97.0	18	97.0	100.0	/
O=C(NC1CC1)C1CCN(C2CCN(C(=O)/C=C/c3cccc(F)c3F)CC2)CC1	96.0	-38.8	99.0	97.0	18.2	14	98.0	14	97.0	101.0	4.1
CN1C=CC=C/C1=C1\SC(=S)N(C2CCCCC2)C1=O	98.0	-11.4	104.0	100.0	4.2	10	101.0	23	100.0	98.0	-7.6
O=C(NCc1ccc(F)cc1)c1cnn2ccccc12	97.0	-27.5	98.0	97.0	-15.2	4	96.0	19	99.0	97.0	/
CC(=O)Nc1ccc(NCN2C(=O)C3C4CCC(C4)C3C2=O)cc1 (stereo not given)	98.0	-135.8	103.0	99.0	-0.1	23	102.0	55	101.0	103.0	-1.0

Looked up by compound from the list above, two records:
SMILES	Rac1 mut GTP	Mcl1-Bid inh	Rac1 wt modul	Cdc42 wt	Mcl1-Noxa inh	Avidin bead fluor	HRas wt GTP	GSH fluor	Rab2 wt GTP	Rab7 wt modul	Pf gametocyte
CC(=O)Nc1ccc(NCN2C(=O)C3C4CCC(C4)C3C2=O)cc1 (stereo not given)	98.0	-135.8	103.0	99.0	-0.1	23	102.0	55	101.0	103.0	-1.0
Cc1ccc(NC(=O)C2OCCc3ccccc32)cc1 (stereo not given)	97.0	-12.6	95.0	99.0	-13.0	10	96.0	24	96.0	96.0	13.7

The results go on:
SMILES	Rac1 mut GTP	Mcl1-Bid inh	Rac1 wt modul	Cdc42 wt	Mcl1-Noxa inh	Avidin bead fluor	HRas wt GTP	GSH fluor	Rab2 wt GTP	Rab7 wt modul	Pf gametocyte
COC(=O)/C(=C\C=C\c1ccccc1)NC(=O)c1ccccc1	96.0	-23.7	94.0	96.0	-0.6	2	94.0	10	94.0	94.0	4.4
Cc1cc(Oc2ccc(-c3nnc(-c4ccccc4)o3)cc2[N+](=O)[O-])ccc1Cl	99.0	1.4	103.0	102.0	-11.8	7	99.0	11	101.0	99.0	/
COc1ccc(CNC(=O)Cn2cc3c(n2)CCCCC3)cc1	96.0	-15.4	98.0	97.0	1.1	6	97.0	15	98.0	96.0	/
Cn1c(SCC(=O)NCc2ccc(F)cc2)nc2c([nH]c3ccccc32)c1=O	93.0	-2.4	95.0	93.0	-3.5	11	95.0	8	95.0	111.0	/
Cc1cc2n(c(=O)c1C#N)CCCN2c1cccc(Cl)c1	98.0	-9.3	106.0	101.0	13.9	22	100.0	16	102.0	96.0	-28.4
Cc1ccnc(NC(=O)c2ccc(N3C(=O)CCC3=O)cc2)c1	102.0	-19.7	103.0	105.0	10.6	7	102.0	12	102.0	100.0	10.9
Cc1ccc2cc(CCNC(=O)c3ccc4c(c3)OCO4)c(=O)[nH]c2c1	99.0	-2.6	100.0	102.0	14.2	7	101.0	27	101.0	104.0	/
CCOC(=O)c1ccc(-n2ccnc2)c(NC(=O)c2ccc(Cl)cc2)c1	101.0	-24.3	103.0	102.0	39.1	12	101.0	6	98.0	96.0	/
Cc1cc(=O)n(CCc2ccccc2)c(O)c1C#N	97.0	0.3	97.0	98.0	30.3	7	97.0	63	97.0	93.0	/
CSc1nc2ccc(NC(=O)c3ccc(Cl)s3)cc2s1	96.0	7.8	98.0	94.0	10.9	6	99.0	19	98.0	105.0	/
CN1CCN(C(=O)C2=C[C@@H](c3ccccc3)C[C@@H](OCc3ccc(CO)cc3)O2)CC1	96.0	-6.5	101.0	97.0	-27.5	6	97.0	18	97.0	100.0	-19.4
Cc1cc(OCc2nn[nH]n2)c2c(C)c(CC(=O)O)c(=O)oc2c1	97.0	19.5	102.0	103.0	23.7	4	101.0	17	100.0	100.0	/
COc1ccnc(Oc2ccc(C)cc2C)c1C#N	96.0	-6.3	108.0	99.0	-2.1	11	99.0	38	98.0	102.0	/
Nc1ccc(Nc2ccccc2N)cc1	96.0	-52.1	105.0	99.0	26.8	25	101.0	18	101.0	99.0	/
Cc1ccc(NC(=O)c2cccc3c2C(=O)N(C2CCCCC2)C3)cc1	?	-7.1	?	?	-14.0	35	?	9	?	?	-22.7
O=C(c1ccccc1-c1nc(-c2ccc(Cl)cc2)no1)N1CCCC1	96.0	-15.1	96.0	98.0	-1.2	12	98.0	27	97.0	100.0	-8.2
O=C1CC(c2ccc(F)cc2)C(n2cncn2)C(O)=C1C1NCCc2ccccc21 (stereo not given)	89.0	-28.8	95.0	89.0	21.1	10	94.0	14	91.0	104.0	2.4
O=C1CCCCC1C(Nc1ccc(Br)cc1)c1ccccc1 (stereo not given)	100.0	-50.3	102.0	102.0	-5.2	4	100.0	28	99.0	97.0	12.5
Cc1cc(-c2csc(NC(=O)c3cc4ccccc4o3)n2)c(C)n1C	98.0	-21.8	105.0	96.0	1.3	24	97.0	21	101.0	97.0	-4.7
COc1ccc(NC(=O)C(c2ccc(C)cc2)N(C)C(=O)Cc2cccs2)cc1 (stereo not given)	97.0	-1.4	100.0	96.0	25.8	10	100.0	24	101.0	98.0	0.1
CCOC(=O)c1cccc(NC(=S)N2CCN(c3ncc4c(=O)c(C(=O)O)cn(CC)c4n3)CC2)c1	94.0	-13.1	93.0	90.0	-31.3	23	88.0	8	90.0	91.0	19.6
CCCSc1nnc(CN2CCOCC2)n1C	?	-30.2	?	?	16.1	16	?	24	?	?	/
COC(=O)c1ccc(NC(=O)C(=O)N2CCN(C(=S)Nc3cccc(OC)c3)CC2)cc1	101.0	-38.3	101.0	98.0	5.4	15	97.0	9	95.0	93.0	6.9
COc1ccc(C)cc1S(=O)(=O)N(CC(=O)Nc1cccc([N+](=O)[O-])c1)c1cc(C)cc(C)c1	95.0	0.9	98.0	98.0	13.0	9	100.0	13	99.0	102.0	-14.6

A second format for some results above.
Molecule | Rac1 mut GTP | Mcl1-Bid inh | Rac1 wt modul | Cdc42 wt | Mcl1-Noxa inh | Avidin bead fluor | HRas wt GTP | GSH fluor | Rab2 wt GTP | Rab7 wt modul | Pf gametocyte
COc1ccc(NC(=O)C(c2ccc(C)cc2)N(C)C(=O)Cc2cccs2)cc1 (stereo not given) | 97.0 | -1.4 | 100.0 | 96.0 | 25.8 | 10 | 100.0 | 24 | 101.0 | 98.0 | 0.1
CCOC(=O)c1cccc(NC(=S)N2CCN(c3ncc4c(=O)c(C(=O)O)cn(CC)c4n3)CC2)c1 | 94.0 | -13.1 | 93.0 | 90.0 | -31.3 | 23 | 88.0 | 8 | 90.0 | 91.0 | 19.6
CCCSc1nnc(CN2CCOCC2)n1C | ? | -30.2 | ? | ? | 16.1 | 16 | ? | 24 | ? | ? | /
